Screens as filed in PubChem BioAssay.
Tb MetRS inh – blocks T. brucei methionyl-tRNA synthetase activity | purified T. brucei MetRS, ATP depletion, Kinase-Glo luminescence | inhibition, % at 11.9 µM | 0.4% of 360,000 active | AID 624268;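 active = inhibition above a per-plate cutoff of the control wells' mean inhibition plus 3 SD, cut at about 5.5% in these data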;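 also: 0% = DMSO wells median and 100% = median of wells with control inhibitor compound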
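Material: T. brucei methionyl-tRNA synthetase, purified; reagent: substrates ATP, L-methionine and bulk Escherichia coli tRNA; dosing: 11.9 µM single point; timing: 15 min plus 2 h at 25 °C; detection: luminescence of leftover ATP; evaluation: % inhibition; control set: DMSO-only wells as low control; replicates: singlicate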
PABP1 MLLE inh – inhibitors of microRNA-mediated deadenylation, human PABP1 MLLE binding | GST-MLLE / FITC-PAM2 fluorescence polarization | inhibition, % at 20 µM | 0.36% of 360,000 active; in the data active = inhibition above about 35%, passing the limit was not always enough;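 also: plate controls were DMSO wells with GST-MLLE for no effect and wells lacking GST-MLLE protein for full effect; some results filed as inactive read as strong as hits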
FAS-TE inh – inhibitors of human fatty acid synthase thioesterase domain | recombinant FAS-TE, OMFH fluorogenic substrate, fluorescence endpoint | inhibition, % at 15 µM | 0.67% of 360,000 active;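 active = compounds whose normalised, plate-corrected inhibition of enzyme fluorescence in the single-dose primary screen is 50% or more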;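 also: 0% = DMSO with enzyme and 100% = substrate without enzyme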
bovine MsrA act – activators of bovine methionine sulfoxide reductase A | activation, % at 10.6 µM | purified bovine MsrA, absorbance read-out | 0.3% of 360,000 active | AID 602163; in the data active = activation above about 7.5%;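 also: 0% = vehicle and 100% = reference activator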
eLon inh – inhibits E. coli Lon protease; P0A9M0; inhibition, % at 7.94 µM; purified E. coli Lon protease, fluorescence polarization; AID 602123; 0.42% of 360,000 active; in the data active = inhibition above about 13%, passing the limit was not always enough;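 also: 0% = enzyme with probe and DMSO and 100% = no enzyme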
SKN-1 block – C. elegans SKN-1 inhibition. inhibition, % at 21.8 µM. 0.49% of 360,000 active. C. elegans VP596 Pgst-4::GFP/RFP ratio, acrylamide-induced, 24 h;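 active = interference check ratio from 0.5 to 1.5 plus GFP to RFP signal ratio inhibition reaching or exceeding a fixed threshold, cut at about 30% in these data, passing the limit was not always enough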; also: some compounds called inactive have numbers as strong as hits
MsrA inhibitor – bovine MsrA inhibition; purified bovine MsrA, absorbance read-out; inhibition, % at 15.5 µM; 0.75% of 360,000 active; in the data active = inhibition above about 4.5%;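 also: 0% = vehicle wells with enzyme and 100% = reference inhibitor wells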
MT1-MMP act inh – blocks activation of human MT1-MMP | P50281 | HT1080 RFP-PRO-GFP cells, GFP/RFP ratio fluorescence, overnight; percent of plate control window, DMSO zero | GFP/RFP ratio change, % at 20 µM | 0.061% of 360,000 active | AID 651647;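 active = GFP/RFP ratio change of at least 30% with cell ATP level not reduced by more than half and red fluorescence within 50% of control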; also: strong numbers were not always called active
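Compound: 20 µM single dose, 1% DMSO / System: HT1080 RFP-PRO-GFP cells / Controls: DMSO and RFP-L50D-GFP cell wells / Read-out basis: GFP/RFP fluorescence ratio / Schedule: overnight compound exposure at 37 °C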
CendR NRP1 mod – NRP-1/CendR interaction modulation. O14786. FAM-RPARPAR peptide binding to NRP-1, fluorescence polarization. inhibition, % at 25 µM. 0.85% of 360,000 active. AID 602438;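 active = inhibition or corrected inhibition above about 18%, plus a signal ratio from 0.5 to 1.5, limit read from the data, passing the limit was not always enough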; also: strong numbers were not always called active
Target sequence (O14786 whole entry, looked up): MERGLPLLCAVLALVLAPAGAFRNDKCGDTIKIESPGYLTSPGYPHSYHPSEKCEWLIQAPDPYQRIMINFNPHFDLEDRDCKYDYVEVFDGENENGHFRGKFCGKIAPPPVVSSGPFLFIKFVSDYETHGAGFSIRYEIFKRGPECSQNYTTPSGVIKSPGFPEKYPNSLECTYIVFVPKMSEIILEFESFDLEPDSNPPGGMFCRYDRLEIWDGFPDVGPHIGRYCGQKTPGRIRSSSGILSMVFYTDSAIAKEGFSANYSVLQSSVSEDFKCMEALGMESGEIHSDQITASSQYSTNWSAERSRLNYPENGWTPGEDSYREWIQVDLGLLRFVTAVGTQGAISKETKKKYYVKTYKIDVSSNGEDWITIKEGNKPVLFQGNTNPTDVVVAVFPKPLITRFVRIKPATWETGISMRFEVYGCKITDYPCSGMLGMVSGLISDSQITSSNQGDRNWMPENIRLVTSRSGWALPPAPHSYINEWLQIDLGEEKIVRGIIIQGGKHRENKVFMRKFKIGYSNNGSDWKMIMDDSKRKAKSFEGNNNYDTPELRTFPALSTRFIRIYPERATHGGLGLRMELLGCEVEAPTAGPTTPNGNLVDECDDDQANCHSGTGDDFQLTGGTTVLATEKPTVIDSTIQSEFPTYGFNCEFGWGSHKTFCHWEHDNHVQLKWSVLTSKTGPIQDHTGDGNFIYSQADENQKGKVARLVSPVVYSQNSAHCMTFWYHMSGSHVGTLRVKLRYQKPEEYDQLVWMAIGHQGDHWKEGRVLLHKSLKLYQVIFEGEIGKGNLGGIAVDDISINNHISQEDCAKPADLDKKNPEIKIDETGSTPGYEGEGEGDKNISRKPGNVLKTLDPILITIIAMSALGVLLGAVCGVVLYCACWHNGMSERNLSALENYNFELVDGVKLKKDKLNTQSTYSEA
* marks the source's active call; other numbers are inactive results; · = no result given. Not a hit list, and some 4% of all compounds hit somewhere here.

SMILES | Tb MetRS inh | PABP1 MLLE inh | FAS-TE inh | bovine MsrA act | eLon inh | SKN-1 block | MsrA inhibitor | MT1-MMP act inh | CendR NRP1 mod
O=C(CCNS(=O)(=O)c1ccccc1F)N1CCN(Cc2ccccc2)CC1 | -0.4 | -10 | -6 | -5 | -3 | 9 | 0.2 | 4 | 4
Cc1ccc(C(=O)c2cc([N+](=O)[O-])ccc2N2CCOCC2)cc1C | 0.9 | 1 | 31 | -3 | 1 | -2 | -0.4 | 0 | 0
CN(C)C(=O)c1ccc(NC(=O)COc2cccc(Oc3ccccc3)c2)cc1 | -0.5 | -2 | 13 | -3 | -5 | -6 | 0.1 | -5 | 10
CC(=O)c1cccc(NC(=O)c2cc(=O)c3ccccc3o2)c1 | -0.6 | -22 | -1 | -4 | -14 | 7 | -1.5 | -3 | -4
CCOc1ccc(OCCCC(=O)NNC(=O)c2ccncc2)cc1 | -0.4 | -13 | -13 | -2 | 0 | -2 | 1.2 | -2 | 1
CCN(CC)CCCN1C(=O)C(=O)/C(=C(/O)c2cc(C)ccc2C)C1c1cccnc1 (stereo unspecified) | -1.4 | -4 | -10 | -8 | -6 | 0 | 1.7 | -3 | -3
COc1cccc(C(=O)NC(=S)N2c3ccccc3CC2C)c1OC (stereo unspecified) | -0.8 | -10 | 7 | -3 | 0 | 7 | 2.6 | 3 | 16
CC1Cc2ccccc2N1S(=O)(=O)c1cccc(C(=O)NCc2ccccn2)c1 (stereo unspecified) | -0.2 | 9 | 0 | -3 | -2 | 25 | 0.2 | -2 | 10
CSc1nsc(SC)c1C(=O)Nc1ccc(Cl)cc1 | -0.3 | -16 | 6 | -3 | -1 | -1 | -0.8 | -3 | -11
CCN1CC(CN(C)Cc2cn(-c3ccc(C)cc3)nc2-c2cccc(C)c2)CC1=O (stereo unspecified) | -0.7 | -7 | 12 | -4 | -7 | 7 | 0.4 | -5 | -5
CC(=O)O[C@@H]1[C@H]2[C@@H](C[C@@H](C)[C@@H]3C=CC(=O)[C@@]13C)OC(=O)[C@@H]2C | -0.3 | -4 | -19 | -1 | 5 | 12 | 1.1 | -2 | 5
CCCCNc1cc(F)nc(N)n1 | 0.0 | 24 | -17 | 0 | 1 | 5 | 1.2 | -2 | -2
COc1cccc(NC(=O)c2sc(NC(=O)c3ccncc3)nc2C)c1 | -0.5 | 8 | -4 | -2 | -4 | -1 | 3.3 | 4 | -2
CCCSc1nc2c(c(=O)[nH]c(=O)n2C)n1Cc1ccccc1 | -0.2 | -26 | 2 | -1 | 4 | 15 | -0.7 | 2 | 1
CCOC(=O)COc1ccc([N+](=O)[O-])cc1 | -0.1 | -4 | -7 | -4 | 4 | 8 | 0.2 | 0 | 13

Entries above that contain an aryl methoxy group (2):
SMILES | Tb MetRS inh | PABP1 MLLE inh | FAS-TE inh | bovine MsrA act | eLon inh | SKN-1 block | MsrA inhibitor | MT1-MMP act inh | CendR NRP1 mod
COc1cccc(C(=O)NC(=S)N2c3ccccc3CC2C)c1OC (stereo unspecified) | -0.8 | -10 | 7 | -3 | 0 | 7 | 2.6 | 3 | 16
COc1cccc(NC(=O)c2sc(NC(=O)c3ccncc3)nc2C)c1 | -0.5 | 8 | -4 | -2 | -4 | -1 | 3.3 | 4 | -2

Next section.
SMILES | Tb MetRS inh | PABP1 MLLE inh | FAS-TE inh | bovine MsrA act | eLon inh | SKN-1 block | MsrA inhibitor | MT1-MMP act inh | CendR NRP1 mod
COc1ccc(C)cc1S(=O)(=O)N1CCC2(CC1)OCCN2S(=O)(=O)c1ccccc1 | -0.3 | 0 | 15 | -2 | 1 | 13 | 0.3 | 5 | 1
Cc1ccc(-c2nc3ccccc3[nH]2)cn1 | 0.0 | 13 | -9 | -3 | -3 | 3 | 0.0 | 4 | 5
Cc1ccc(NC(=O)CSc2nsc(SCC(=O)Nc3ccc(C)cc3C)c2C#N)c(C)c1 | -0.3 | 4 | -4 | -4 | -7 | -2 | -1.1 | -1 | 2
COCCn1c(SCC(=O)Nc2ccc(F)cc2F)nc2c(c1=O)SCC2 | 0.0 | -10 | -4 | -3 | -15 | 13 | 1.1 | -1 | -1
O=C1C2C3CCCC3=C3CCCC3C2C(=O)N1c1cccc(Cl)c1 (stereo unspecified) | -0.2 | 17 | 9 | 3 | 5 | -4 | -0.6 | 1 | -15
O=C(Nc1ncccc1O)c1cccc(S(=O)(=O)N2CCCC2)c1 | -0.2 | -1 | -7 | -9 | 4 | 12 | 1.3 | 2 | 12
Cc1ccc(-c2c(C(=O)N/N=C/c3ccc(OC(C)C)cc3)nnn2-c2nonc2N)cc1 | 0.3 | 5 | 25 | -7 | -2 | -2 | 3.9 | 0 | 16
Cc1nnc(-c2cccc(Br)c2)c2cn(-c3ccccc3)nc12 | 0.4 | 91 | -32 | -3 | -207 | 65 | -0.5 | -37 | 130
CC1=C(C(=O)OCC(C)C)C(c2ccsc2)C2=C(CCCC2=O)N1 (stereo unspecified) | 0.3 | -2 | 0 | -4 | -6 | 12 | 1.4 | 1 | 8
CN(C)c1ccccc1C(=O)N1CCCC(C(=O)c2ccc3ccccc3c2)C1 (stereo unspecified) | -0.9 | 2 | 6 | 0 | 11 | -6 | 1.6 | -6 | 6
N#Cc1nc(-c2ccc(OCc3ccccc3)cc2)oc1NCc1cccnc1 | -0.6 | 3 | 9 | 2 | -5 | 10 | 0.4 | 1 | 10
O=C(Nc1cccc(NC(=O)c2cccs2)c1)c1ccc2c(c1)OCCO2 | 0.0 | 5 | 5 | -3 | 5 | -7 | 0.2 | 0 | -4
CCOC(=O)N1CCC(N2C(=O)c3ccc(C(=O)O)cc3C2=O)CC1 | -0.5 | 10 | -8 | -8 | -8 | -33 | -0.5 | -3 | -1
CCOC(=O)CNc1nc(C#N)nc(N2CCOCC2)n1 | -0.5 | -6 | -5 | 0 | 9 | -21 | -0.7 | 4 | -4
Cc1ccc2nc3c(c(Nc4cccc(O)c4)c2c1)CCC3 | 1.0 | 3 | 0 | -1 | 0 | 12 | 1.7 | 6 | -9
CCCC(=O)N(CCN(Cc1ccccc1)C(=O)CCC)Cc1ccccc1 | -0.7 | -10 | 6 | 1 | 0 | 2 | 1.4 | -8 | 3
Cc1nn(-c2ccccc2)c(Cl)c1/C=C/C(=O)c1ccccc1 | -1.6 | -1 | -4 | -11 | 3 | 31* | · | -11 | 2
COc1cccc(CCNC(=O)CC2C(=O)NCCN2Cc2ccc(Cl)c(F)c2)c1 (stereo unspecified) | 0.0 | 8 | 4 | -2 | 2 | -6 | -0.3 | -4 | -14
CCOc1ccc(C2C(C(=O)c3ccco3)=C(O)C(=O)N2Cc2cccnc2)cc1 (stereo unspecified) | -0.1 | 6 | 1 | -4 | -8 | -14 | 2.7 | 1 | -2
CCOC(=O)c1sc(-c2ccc(F)cc2)cc1N | -0.4 | 7 | 15 | -1 | -1 | -18 | 2.1 | -3 | 4
COc1cccc(C(c2c(NC(=O)c3ccccc3)sc(C)c2C)N2CCN(C)CC2)c1 (stereo unspecified) | -0.6 | 13 | 23 | -2 | -4 | 16 | -0.6 | -3 | 3
CCc1nc2ccc(C(=O)N(C)Cc3ccccc3)cn2c1N(C)Cc1ccc(OC)cc1 | -0.1 | -1 | 3 | -6 | 1 | -8 | -0.8 | -7 | 1
O=C(CCn1nnc2ccccc21)NNC(=O)C1CCCCC1 | -1.1 | -3 | -5 | -3 | -3 | 5 | -0.2 | -1 | 4
CC(OC(=O)CN(C)S(=O)(=O)c1ccc(Cl)cc1)C(=O)Nc1cccc(Cl)c1 (stereo unspecified) | -0.6 | -10 | 23 | 2 | -8 | 12 | -0.7 | 1 | 13
COc1ccc(N2CCN(c3nc4ccccn4c(=O)c3/C=C(\C#N)S(=O)(=O)c3ccccc3)CC2)cc1 | -0.2 | -5 | 20 | -3 | -4 | 13 | 0.2 | -10 | -2
Cc1cccc(-c2noc(CCc3ccccc3)n2)c1 | 0.2 | -10 | 23 | -2 | -9 | 9 | -0.8 | 1 | -8
CCN(CC)S(=O)(=O)c1ccc(Cl)c(C(=O)Nc2nncs2)c1 | -1.0 | 4 | -5 | -2 | -8 | 3 | -0.8 | 0 | 3
COC(=O)c1cc(NC(=O)CCc2c(C)nc3ncnn3c2C)cc(C(=O)OC)c1 | -1.3 | -18 | -6 | -9 | -9 | 21 | 0.1 | -20 | -5
Cc1ncc(CN2CCCC(C(=O)Nc3ccc(-c4cccc(F)c4)cc3)C2)cn1 (stereo unspecified) | -0.4 | 7 | 4 | -2 | -6 | 11 | -1.3 | 4 | 0
C=CCn1c(=N)c(S(=O)(=O)c2ccc(C)c(C)c2)cc2c(=O)n3ccccc3nc21 | 0.3 | -118 | 54* | -2 | 3 | -10 | -0.3 | 1 | -17
O=C(O)CCNc1nc(-c2ccccc2)c2cc(Br)ccc2n1 | 0.4 | -2 | -2 | -2 | -10 | 4 | 1.1 | 7 | -8
C/C(=N\NC(=O)c1cccc(S(=O)(=O)Nc2ccccc2Cl)c1)c1ccco1 | -1.4 | -16 | -6 | -8 | 2 | -7 | 1.7 | 2 | -3
CC(C)c1ccc(NC(=S)NCCc2c[nH]c3ccccc23)cc1 | -1.0 | -53 | 17 | -8 | 1 | -3 | -1.1 | 4 | 10
O=C(O)c1ccc(N2C(=O)C3ON(c4ccccc4)C(c4ccccc4F)C3C2=O)cc1 (stereo unspecified) | -0.7 | 9 | -5 | -7 | -10 | 8 | -0.8 | 0 | -8
C=CCn1c(SCC(=O)NCCCC(=O)OCC)nc2scc(-c3ccco3)c2c1=O | -0.7 | -4 | 9 | -2 | -1 | -1 | -0.1 | -12 | -36
COc1ccc(Cl)cc1N1C(=O)c2cccnc2C1=O | -0.2 | 3 | -1 | -1 | 0 | 9 | 0.6 | 2 | 3
Cc1ccc(/C(N)=N/OC(=O)N2CCOCC2)cc1 | 0.1 | -3 | -2 | 0 | 1 | 2 | -0.5 | -7 | 6
CC(C)(O)C#Cc1ccc(C(=O)NCCc2ccc(S(N)(=O)=O)cc2)cc1 | -0.3 | 14 | -8 | -3 | 0 | 0 | -1.6 | -1 | -7
CN(Cc1ccccc1)C(=O)CC(c1ccccc1)c1cc(Cl)ccc1O (stereo unspecified) | -0.2 | 13 | 16 | -6 | -2 | -36 | -0.8 | -6 | 7
O=C(Cn1cnc2c(cnn2-c2ccc(Cl)cc2)c1=O)NCC1CCCO1 (stereo unspecified) | -0.2 | -4 | -6 | 3 | -1 | 0 | -0.3 | 4 | 0
O=C(COC(=O)c1cc2c(s1)CCCC2)Nc1ccc(Cl)cn1 | -0.1 | -2 | -2 | -4 | -3 | -3 | 3.4 | 5 | 1
Cc1ccccc1CSc1ccc(S(=O)(=O)N2CCCC2)cn1 | -0.2 | -2 | 29 | -2 | 1 | 10 | -0.3 | 0 | 5
Cc1ccc(C(=O)CC(C(=O)O)n2cccn2)cc1 (stereo unspecified) | 0.1 | 5 | -6 | 0 | -7 | 3 | -0.5 | 5 | -3
C=CCSC1=N/C(=C\c2cc(OCC)c(OC(C)=O)c([N+](=O)[O-])c2)C(=O)S1 | 0.6 | 27 | -5 | -5 | -13 | 5 | 1.9 | -2 | -3
COCC1CCN(Cc2c(C(=O)N3CCOCC3)nc3c(C)cccn23)C1 (stereo unspecified) | 0.0 | 28 | -5 | -4 | -7 | 2 | 0.3 | 1 | -7
